procasp7 counter: activates human procaspase-7, counter-screen for procaspase-3 activators; 0.093% of 330,000 active; activation, % at 8.5 µM; AID 463210; recombinant procaspase-7, Ac-DEVD-pNA absorbance 405 nm; D23A/D198A/D206A triple mutant, cannot self-cleave; scale: DMSO 0, 5 µM enzyme 100;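 active = percent activation above the screen-wide mean plus 3 SD, cut at about 25% in these data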
Target sequence (P55210 whole entry D23A/D198A/D206A): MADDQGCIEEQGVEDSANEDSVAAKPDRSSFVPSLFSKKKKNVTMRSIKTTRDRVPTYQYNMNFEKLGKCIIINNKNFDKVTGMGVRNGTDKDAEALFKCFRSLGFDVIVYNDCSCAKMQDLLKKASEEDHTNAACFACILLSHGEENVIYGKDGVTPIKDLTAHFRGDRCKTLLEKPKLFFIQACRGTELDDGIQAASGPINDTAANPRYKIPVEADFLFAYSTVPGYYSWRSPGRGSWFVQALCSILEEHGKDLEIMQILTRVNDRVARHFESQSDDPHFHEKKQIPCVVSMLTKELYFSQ
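Assay system: Uncleavable procaspase-7 mutant enzyme; Input: 2 µM procaspase-7 mutant as dispensed; Also added: DEVD-pNA substrate; Medium: Zinc-free HEPES pH 7.4 with 300 mM NaCl, 0.01% Triton X-100; Timing: 1 h compound preincubation, 2 h substrate cleavage, 25 °C; Measured by: Epi-absorbance of released pNA at 405 nm, two timepoints.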
procasp3 activ: procaspase-3 (human) activation; P42574; recombinant procaspase-3 D3A, Ac-DEVD-pNA absorbance 405 nm; activation, % at 8.5 µM; 0.11% of 330,000 active; AID 463141;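 active = activation above the mean of all tested compounds plus 3 SD, cut at about 21% in these data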;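 note: 0% = DMSO alone and 100% = DMSO wells spiked with extra 5 µM PC-3 D3A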
Target sequence (P42574 whole entry D9A/D28A/D175A): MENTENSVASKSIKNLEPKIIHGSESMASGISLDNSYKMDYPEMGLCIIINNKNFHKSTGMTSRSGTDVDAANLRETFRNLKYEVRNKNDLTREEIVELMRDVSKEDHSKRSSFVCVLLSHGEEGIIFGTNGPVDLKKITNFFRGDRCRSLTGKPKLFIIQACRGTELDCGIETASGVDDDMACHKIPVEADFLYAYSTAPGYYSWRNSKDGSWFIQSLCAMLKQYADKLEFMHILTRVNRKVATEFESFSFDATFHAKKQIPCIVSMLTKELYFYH
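Technique: 405 nm absorbance of p-nitroaniline, reads at 0 and 120 min; Test system: Procaspase-3 D3A mutant; Incubation: 1 h enzyme-compound preincubation, then 2 h substrate reaction, 25 °C; Repeats: singlicate, each compound tested once; Benchmarks: low control DMSO wells, high control DMSO plus 5 µM PC-3 D3A.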
GASC-1 inh: inhibitors of human GASC-1 (JMJD2C) demethylase; Q9H3R0; GST-JMJD2C(1-420) H3K9me3 demethylation, DELFIA europium; inhibition, % at 2.35 µM; 0.069% of 330,000 active; AID 2099;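 active = more than half of a compound's replicate wells show inhibition beyond 50%, single wells judged on their own value; inconclusive = some, but no more than half, of replicates pass 50% inhibition; inactive = no replicate passes 50% inhibition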;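 note: signal counts dimethyl H3K9 product captured on neutravidin plate; 0% = median of DMSO wells and 100% = 0.3 times that DMSO median; strong numbers were not always called active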
Target sequence (Q9H3R0 1-420 limits assumed): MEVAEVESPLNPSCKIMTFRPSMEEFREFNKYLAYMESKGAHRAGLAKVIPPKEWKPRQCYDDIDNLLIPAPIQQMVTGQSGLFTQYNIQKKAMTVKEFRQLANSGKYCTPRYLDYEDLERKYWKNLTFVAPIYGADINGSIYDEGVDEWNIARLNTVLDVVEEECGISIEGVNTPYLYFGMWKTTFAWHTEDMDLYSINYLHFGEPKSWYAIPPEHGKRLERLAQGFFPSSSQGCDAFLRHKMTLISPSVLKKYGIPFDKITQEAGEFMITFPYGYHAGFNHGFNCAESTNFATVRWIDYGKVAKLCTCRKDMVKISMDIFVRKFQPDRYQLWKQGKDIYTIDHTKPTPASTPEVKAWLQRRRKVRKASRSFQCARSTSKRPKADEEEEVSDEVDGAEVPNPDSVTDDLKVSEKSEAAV
RPL19A-GFP yeast: yeast TOR pathway RPL19A-GFP modulation; S. cerevisiae RPL19A-GFP strain, flow cytometry, 3 h; active compounds read low; percent response vs DMSO, % at 10 µM; 0.3% of 330,000 active;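 active = percent response vs DMSO below 50%; inconclusive = fewer than 70 events counted for the yeast strain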;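 note: median channel GFP fluorescence of the barcoded RPL19A-GFP strain; ratio of sample median GFP to plate DMSO average so 100% = DMSO; lower means less RPL19A-GFP as with rapamycin TOR inhibition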
CR mimetic SO: yeast age-related superoxide inhibition as caloric restriction mimetic; S. cerevisiae aged cells, superoxide DHE fluorescence; active compounds read low; superoxide response (% of plate mean), % at 10 µM; 0.18% of 330,000 active;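 active = superoxide response under a set limit, about three screen SD below normal, cut at about 65% in these data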;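 note: yeast aged for seven days with compound at 30 °C before DHE staining; 100% = average MFI of all compound-treated wells on the plate with controls excluded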
MEP2-GFP yeast: yeast TOR pathway MEP2-GFP modulation; 0.51% of 330,000 active; GFP response vs DMSO, % at 10 µM; S. cerevisiae MEP2-GFP strain, flow cytometry GFP, 3 h; 100% = DMSO control level;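 active = GFP response versus DMSO above a set limit, roughly screen mean plus 3 SD, cut at about 180% in these data; inconclusive = fewer than 70 cells counted for a yeast strain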;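 note: median GFP fluorescence of the barcode-gated MEP2-GFP cells per well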
AHR act: activators of human aryl hydrocarbon receptor; AHR-responsive luciferase reporter cells, luminescence; activation, % at 5 µM; 2.5% of 320,000 active; in the data active = activation above about 47%;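 note: 0% = vehicle wells and 100% = reference agonist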
LAP4 TOR yeast: alters LAP4-GFP fluorescence in TOR pathway yeast screen; S. cerevisiae LAP4-GFP multiplex, flow cytometry GFP, 3 h; median GFP as percent of DMSO wells; GFP response vs DMSO, % at 10 µM; 0.34% of 320,000 active;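 active = GFP response vs DMSO above a set limit, about the screen mean plus 3 SD, cut at about 150% in these data; inconclusive = under 70 cell events counted for the yeast strain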
Active calls of the source: *; u = inconclusive; x = not tested or not shown; [ ] = dose if it differs, or a comment. An unsorted share of the library; 3.8% or so of the library scored in one or more.

SMILES	procasp7 counter	procasp3 activ	GASC-1 inh	RPL19A-GFP yeast	CR mimetic SO	MEP2-GFP yeast	AHR act	LAP4 TOR yeast
O=C(NCc1ccncc1)c1c(F)c(F)c(F)c(F)c1F	-3.3	-8.1	11.0	94.5	95.0	92.7	3.8	95.9
COc1cccc(-c2cc(C(=O)Nc3ccc(N(C)C(C)=O)cc3)c3cc(Br)ccc3n2)c1	2.9	1.6	3.0	98.7	109.4	103.0	6.1	104.0
CC(C(=O)NC(C)(C)C)N(C(=O)CS(=O)CC(=O)Nc1ccc(F)cc1)C1CCCC1 (stereo not drawn)	-0.9	0.0	-9.9	103.8	91.4	108.7	0.5	109.6
O=C(CCN1CCc2ccccc2C1)Nc1ccc2c(c1)OCO2	-7.4	-6.6	9.4	99.8	90.3	99.0	83.9*	101.9
Cc1cccc(OCC(=O)NCC(=O)n2nc(C)cc2C)c1	-9.0	3.0	1.0	92.4	97.7	82.3	1.4	102.1
O=C(CNC(=O)c1ccccc1)N/N=C/c1ccc([N+](=O)[O-])s1	1.9	-0.6	5.7	92.3	106.3	101.8	12.1	94.3
O=C(NCCC(=O)N1CCN(c2ncccn2)CC1)c1ccccc1Cl	-12.1	0.0	10.5	97.6	98.2	104.4	-1.5	99.4
CCOC(=O)c1c(-c2ccccc2)[nH]c2ccc(O)cc12	6.0	-6.1	4.3	u	89.6	u	0.5	u
NS(=O)(=O)c1ccc(NC2=CC(c3ccc(F)cc3)N(c3ccc(S(N)(=O)=O)cc3)C2=O)cc1 (stereo not drawn)	-2.4	-4.2	-1.7	97.8	97.9	102.3	-0.2	101.6
CC(=O)Cc1nsc(NC(=O)c2ccc(COc3ccccc3C)o2)n1	-4.3	1.5	0.7	98.7	66.2	113.6	3.9	104.0
CC1CCN(C(=O)CSc2n[nH]c(-c3cccs3)n2)CC1	8.3	15.1	28.2	95.9	107.3	92.7	10.4	101.3
COCCn1c(N)c(N(Cc2ccccc2)C(=O)CN2C(=O)NC(C)(c3ccccc3)C2=O)c(=O)[nH]c1=O (stereo not drawn)	2.1	3.8	3.1	98.0	89.0	127.2	-2.0	100.7
CC(C)C(OC(=O)c1ccc(Cl)nc1)C(=O)NC1CCCCC1 (stereo not drawn)	8.6	7.0	-2.6	98.3	99.3	104.0	0.0	97.8
CC(C)(C)OC(=O)Nc1ccc([C@@H](NC(=O)OC(C)(C)C)C(=O)OC(C)(C)C)cc1	1.7	4.5	3.0	94.0	99.9	90.1	-0.7	96.8
Cc1ccc(C(=O)N2N=C(CC(C)C)CC2(O)C(F)(F)F)o1 (stereo not drawn)	-2.1	0.7	-84.6	97.5	106.0	94.6	1.4	99.5
Cc1ccccc1NCC(=O)N/N=C\C=C\c1cccc([N+](=O)[O-])c1	-9.3	-5.9	-2.1	98.6	96.3	106.5	5.2	88.3
COc1ccc(C2Nc3ccccc3C(=O)N2Cc2ccccc2)cc1CSc1ccccn1 (stereo not drawn)	9.1	-0.8	-5.4	101.3	94.0	101.3	-1.5	86.8
Cc1cccc(Nc2n[nH]c(=S)s2)c1C	-30.0	-28.5	13.5	101.4	121.1	106.0	-2.3	102.4
COc1ccc(C(=O)Nc2ccc(N3CCCC3)cc2)cc1OC	x	x	-2.9	101.2	96.8	108.4	x	103.9
COc1ccccc1NC(=O)c1cc(S(=O)(=O)NC2CCCC2)ccc1F	-4.6	9.7	-21.8	39.0*[may fluoresce violet]	150.0	266.3*[may fluoresce violet]	11.4	59.2[may fluoresce violet]
Cc1ccc(OCc2cc(C(=O)N(C)Cc3nccn3C)no2)cc1C	7.5	-4.6	16.2	101.7	80.9	104.3	13.1	104.3
CCOC(=O)CC(NS(=O)(=O)Cc1ccccc1)c1ccc(C)cc1 (stereo not drawn)	0.4	2.3	-3.1	102.1	93.7	105.8	3.0	93.0
O=C(C1CC(Cl)CN1S(=O)(=O)c1ccc(Cl)cc1)N1CCOCC1 (stereo not drawn)	-1.4	-3.0	7.0	92.0	103.5	101.3	0.6	97.5
C=CCNC(=S)Nc1c(N)n(C)c(=O)n(C)c1=O	-3.1	-3.3	14.1	101.5	72.5	101.4	2.5	94.1
O=C(CCc1c[nH]c2ccccc12)N1CCN(S(=O)(=O)c2ccccc2)CC1	5.1	-0.8	2.2	100.2	97.5	98.8	-1.5	111.2
CC(C)N1CC(C(=O)Nc2cc(Cl)cc(Cl)c2)CC1=O (stereo not drawn)	4.5	0.2	9.5	94.9	99.3	104.8	5.8	83.1
Cc1ccc(N=Cc2c(O)n(-c3nccs3)c(=O)c3ccccc23)c(C)c1	-1.4	-7.3	-2.2	101.4	105.5	104.3	-2.3	94.5
CCN(CC)C(=O)c1ccccc1NS(=O)(=O)c1ccc(OC)c(C(=O)N2CCOCC2)c1	-1.7	6.7	16.4	102.0	93.1	106.4	-4.2	94.0
CCC(=O)Nc1ccc2nc(SCC(=O)N3CCCC3)sc2c1	12.2	-1.6	2.7	90.2	89.2	95.5	6.5	93.8
CC(=O)c1ccc(N2CCN(CN3C(=O)CC4(CCCC4)C3=O)CC2)c(F)c1	1.3	-6.4	-2.2	104.9	105.5	91.4	-2.3	90.9
O=C(CN1CCN(c2ccccc2O)CC1)Nc1cc([N+](=O)[O-])ccc1Cl	-3.6	0.5	10.5	97.3	108.2	92.1	4.4	92.8
CCc1cc2c(NC(Cc3c[nH]c4ccccc34)C(=O)O)nc(C)nc2s1 (stereo not drawn)	6.9	-4.6	-2.4	96.4	121.8	99.6	18.7	94.4
COC(=O)C(C)N1C(=O)S/C(=C/c2cc(C)n(C(C)C)c2C)C1=O (stereo not drawn)	-15.5	5.8	-7.6	90.7	104.1	90.5	3.4	90.2
CCOC(=O)N1CCN(C(=O)C(NC(=O)c2ccc(C(C)(C)C)cc2)C(C)C)CC1 (stereo not drawn)	7.3	9.9	-2.3	95.9	75.4	97.2	0.1	94.6
COc1ccc(CN(CC(=O)NCc2ccc(F)cc2)C(=O)c2ccco2)cc1	8.0	-2.0	-3.7	98.3	101.0	100.4	-1.6	92.3
O=C(NC(Nc1ccccn1)C(Cl)(Cl)Cl)c1ccccc1 (stereo not drawn)	10.2	4.1	-21.2	104.2	91.1	102.1	3.9	100.3
COCCNC(=O)/C(C#N)=c1\s/c(=C\c2ccccc2OC(F)F)c(=O)n1Cc1ccccc1	-1.8	-1.5	-11.9	100.2	92.8	104.4	2.9	94.4
O=C(Oc1ccc[nH]c1=O)c1cc([N+](=O)[O-])cc([N+](=O)[O-])c1	-40.1	-31.7	2.2	108.1	118.4	107.5	0.7	90.5
CC(C)(C)C(=O)NC1CCN(C(=O)N2CCCC2)CC1	-2.1	7.2	2.7	104.0	103.2	100.0	-2.2	102.9
CCOC(=O)C1=C(C)N(C)C(=O)NC1c1c(C)nn(-c2ccc(C)cc2)c1Cl (stereo not drawn)	4.7	5.4	6.5	98.4	97.7	97.0	4.1	94.8
CN(Cc1ncc[nH]1)C(=O)CC1C(=O)NCCN1Cc1c(F)cccc1Cl (stereo not drawn)	-3.3	-4.1	8.8	95.4	111.7	98.1	5.1	108.9
CC(C)N(Cc1nc2ccccc2c(=O)[nH]1)C(=O)c1ccc(NC(=O)CSc2nnnn2C)cc1	2.0	6.0	-1.2	95.5	106.8	98.7	0.3	93.2
CCO[C@H]1OC(C(=O)N2CCN(Cc3ccc4c(c3)OCO4)CC2)=C[C@@H](c2csc3ccccc23)[C@@H]1CCCO	-8.7	1.2	-0.4	98.0	99.5	96.7	9.2	131.5
CC(=O)Nc1cccc(NC(=O)c2c(-c3ccccc3)noc2C)c1	3.3	5.9	-14.7	89.8	99.0	95.3	-1.8	90.4
O=C(/C=C/c1nc2ccccc2s1)N1CCCCCC1	0.0	4.7	9.1	99.4	101.0	101.9	-4.8	100.8
C#CC1(NC(=O)NC(C)(C)C)CCCCC1	12.1	0.3	-0.6	102.5	79.9	98.3	-3.1	94.0
CCCn1c(-c2ccc[nH]c2=O)nc2cc(C)c(C)cc21	4.1	-5.6	74.1	93.8	105.4	100.5	17.5	103.0
O=C(Nc1ccc2c(c1)oc1ccccc12)c1ccc2c(c1)OCO2	19.1	2.6	-12.6	98.7	104.0	108.2	-4.6	99.1
CC(=O)OC(Cn1ccnc1)c1ccccc1 (stereo not drawn)	13.2	-8.6	-24.1	86.7	88.2	123.8	3.4	112.2
COc1ccccc1C(=O)NNS(=O)(=O)c1ccc(F)cc1	-0.2	-0.2	6.8	106.3	96.8	104.6	26.3	84.6
O=C(CCCCCn1c(=S)[nH]c2ccc(Br)cc2c1=O)NCC1CCCO1 (stereo not drawn)	-6.6	1.6	6.1	106.4	98.5	105.1	1.5	104.9
CN1CCN(CCC(=O)Nc2ccc(OCc3ccccc3)cc2)CC1	11.2	4.4	-6.5	94.6	97.8	98.4	-0.9	90.5
Cc1ccc(C(=O)NC(=S)Nc2ccc3[nH]c(=O)[nH]c3c2)c(C)c1	-2.2	2.7	3.4	97.7	109.5	98.2	3.5	95.0
COc1cccc(NC(=S)/C(=C(\[O-])c2ccc([N+](=O)[O-])cc2)[n+]2ccccc2)c1	-12.0	-5.5	-4.5	93.8	140.1	97.1	4.3	100.6
CSCCC(NS(=O)(=O)c1cccs1)C(=O)NCc1cccs1 (stereo not drawn)	-2.3	14.0	3.9	96.0	109.2	95.1	-0.2	105.6
Cc1cc(=O)oc2cc(OC(=O)C3CCN(C(=O)c4ccc(F)cc4)CC3)ccc12	11.3	6.4	-1.2	96.7	112.1	103.7	-2.1	100.3
Cc1ccc(N2CC(C(=O)Nc3ccccn3)CC2=O)cc1 (stereo not drawn)	7.1	-2.5	-6.8	95.8	96.8	90.2	2.7	90.9
Cc1cc(C(=O)NNC(=O)CCCOc2ccccc2)c(C)o1	1.6	5.5	u	90.8	96.1	96.6	-0.8	95.2
CCOCCCNC(=S)N1C2CCC1CC(NC(=O)NC13CC4CC(CC(C4)C1)C3)C2 (stereo not drawn)	0.2	2.9	9.4	89.3	70.6	90.0	0.9	89.6
O=C(CN1CCN(Cc2ccccc2Cl)C1=O)NCC1CCCO1 (stereo not drawn)	6.6	10.3	1.2	99.0	87.7	98.8	-1.0	101.0

Ordered by formula weight (low to high): part of the list above.
SMILES	procasp7 counter	procasp3 activ	GASC-1 inh	RPL19A-GFP yeast	CR mimetic SO	MEP2-GFP yeast	AHR act	LAP4 TOR yeast
CCCn1c(-c2ccc[nH]c2=O)nc2cc(C)c(C)cc21	4.1	-5.6	74.1	93.8	105.4	100.5	17.5	103.0
Cc1cc(C(=O)NNC(=O)CCCOc2ccccc2)c(C)o1	1.6	5.5	u	90.8	96.1	96.6	-0.8	95.2
O=C(Nc1ccc2c(c1)oc1ccccc12)c1ccc2c(c1)OCO2	19.1	2.6	-12.6	98.7	104.0	108.2	-4.6	99.1
